# TEAD-YAP inh: TEAD-YAP interaction inhibition; HEK-TIYL cells, TEAD-Gal4/YAP UAS-luciferase luminescence; inhibition, % at 9.12 µM; hit rate 1.4% among 640,000; AID 1259422; in the data active = inhibition above about 32%;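 note: 0% = median of test compound wells and 100% = reference inhibitor wells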
# MITF primary: human MITF inhibition, primary screen. AlphaScreen MITF homodimerization, bead proximity signal. hit rate 0.91% among 650,000. O75030. inhibition, % at 2.6 µM; in the data active = inhibition above about 50%;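 note: 0% = vehicle wells with protein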
# Target sequence (O75030 whole entry, looked up): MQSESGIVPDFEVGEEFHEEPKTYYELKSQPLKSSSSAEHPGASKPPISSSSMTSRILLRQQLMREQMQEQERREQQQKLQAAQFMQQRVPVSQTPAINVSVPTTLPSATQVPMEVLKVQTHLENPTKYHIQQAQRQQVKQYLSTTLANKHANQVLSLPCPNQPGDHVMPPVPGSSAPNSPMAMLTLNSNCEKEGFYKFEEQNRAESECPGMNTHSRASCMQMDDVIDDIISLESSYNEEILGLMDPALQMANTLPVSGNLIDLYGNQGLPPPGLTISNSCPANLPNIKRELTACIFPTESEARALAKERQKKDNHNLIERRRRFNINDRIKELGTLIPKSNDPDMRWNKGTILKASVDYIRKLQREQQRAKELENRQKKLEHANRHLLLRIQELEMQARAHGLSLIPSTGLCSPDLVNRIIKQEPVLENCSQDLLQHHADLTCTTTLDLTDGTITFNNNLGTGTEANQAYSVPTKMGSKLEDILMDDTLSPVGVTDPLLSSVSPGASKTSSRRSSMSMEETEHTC
# GPR151 activ: activates the human receptor GPR151; Q8TDV0; activation, % at 11.2 µM; PathHunter beta-arrestin GPR151 cells, luminescence; hit rate 1% among 650,000; in the data active = activation above about 4.9%;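 note: 0% = median of compound wells and 100% = cells with positive control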
# Target sequence (Q8TDV0 whole entry, looked up): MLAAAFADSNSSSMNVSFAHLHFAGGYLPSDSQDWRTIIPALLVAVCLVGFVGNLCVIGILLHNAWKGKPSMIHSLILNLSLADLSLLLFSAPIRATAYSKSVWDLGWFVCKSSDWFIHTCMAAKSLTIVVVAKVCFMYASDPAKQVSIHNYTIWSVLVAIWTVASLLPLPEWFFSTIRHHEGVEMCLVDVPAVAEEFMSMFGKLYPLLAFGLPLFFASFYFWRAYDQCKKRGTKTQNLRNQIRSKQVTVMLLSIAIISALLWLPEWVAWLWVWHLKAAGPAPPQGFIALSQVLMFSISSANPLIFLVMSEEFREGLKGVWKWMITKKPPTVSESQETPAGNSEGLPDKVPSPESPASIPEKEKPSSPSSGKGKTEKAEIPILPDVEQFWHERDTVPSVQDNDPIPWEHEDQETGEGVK
# FBW7 act: activators of human E3 ligase FBW7. normalized activity (activation), % at 26.1 µM. AlphaScreen FBW7–phospho-cyclin E peptide binding, activator screen. hit rate 0.13% among 650,000; in the data active = normalized activity above about 1.9%;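 note: purified mutant Fbw7 with reduced substrate affinity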
# The depositor's hits bear a star; / = not tested or not shown.
SMILES,TEAD-YAP inh,MITF primary,GPR151 activ,FBW7 act
COc1cc(C(=O)Nc2ccc(C(C)=O)cc2)c2ccccc2n1,47*,-2,1.0,-0.1
Cc1ccccc1OCC(O)CNC(=O)c1ccccc1C(=O)O (stereo unspecified),-20,15,-0.7,0.1
Cc1ccc(NCN2C(=O)c3ccccc3C2=O)cc1Cl,7,6,-0.7,-0.1
Nc1sc2ccccc2[n+]1CC(=O)c1ccccc1,75*,25,-8.7,2.4*
CCn1c(C(=O)O)c(CC(=O)Nc2cccc(C(F)(F)F)c2)c2ccccc21,-12,-4,-1.4,0.0
COc1ccc(C(=O)Nc2nnc(-c3ccco3)s2)cc1,-22,-2,-0.1,-0.2
FC(F)(F)c1cccc(N=c2scc(-c3ccc(C4CCCCC4)cc3)n2CCc2ccccc2)c1,-4,8,0.9,0.1
Cc1ccc(NC(=O)Nc2ccc(F)cc2F)c([N+](=O)[O-])c1,-50,-6,2.2,-0.3
CS(=O)(=O)Nc1cccc(-c2cnc3[nH]c(=O)n(C4CCCCC4)c3n2)c1,8,14,0.0,-0.4
COCCNC(=O)/C(C#N)=C/c1ccc(OCC(=O)NC2CCCCC2)cc1,-5,-2,-1.0,-0.1
COc1ccc(C(=O)Nc2ccc(Cl)cn2)cc1S(=O)(=O)N1CCOCC1,11,-11,0.2,-0.2
CCCNc1ccnc(NCC)n1,7,4,0.5,0.1
O=C(Cc1cccc2ccccc12)Nc1nnc(-c2cccs2)o1,11,3,-0.4,-0.2
CCOc1ncccc1C(=O)OCC(=O)c1ccc(Br)s1,5,13,-0.3,0.1
CCOc1ccc(C2C(C#N)=C(N)Oc3n[nH]c(-c4ccc(C)cc4)c32)cc1 (stereo unspecified),-10,15,2.1,0.0

# Another view of two compounds above.
> COc1cc(C(=O)Nc2ccc(C(C)=O)cc2)c2ccccc2n1
  TEAD-YAP inh = 47*
  MITF primary = -2
  GPR151 activ = 1.0
  FBW7 act = -0.1

> Cc1ccccc1OCC(O)CNC(=O)c1ccccc1C(=O)O (stereo unspecified)
  TEAD-YAP inh = -20
  MITF primary = 15
  GPR151 activ = -0.7
  FBW7 act = 0.1

# A draw from above in order of molecular weight, high to low.
SMILES,TEAD-YAP inh,MITF primary,GPR151 activ,FBW7 act
COc1ccc(C(=O)Nc2ccc(Cl)cn2)cc1S(=O)(=O)N1CCOCC1,11,-11,0.2,-0.2
CS(=O)(=O)Nc1cccc(-c2cnc3[nH]c(=O)n(C4CCCCC4)c3n2)c1,8,14,0.0,-0.4
COCCNC(=O)/C(C#N)=C/c1ccc(OCC(=O)NC2CCCCC2)cc1,-5,-2,-1.0,-0.1
CCOc1ncccc1C(=O)OCC(=O)c1ccc(Br)s1,5,13,-0.3,0.1
Cc1ccccc1OCC(O)CNC(=O)c1ccccc1C(=O)O (stereo unspecified),-20,15,-0.7,0.1
COc1ccc(C(=O)Nc2nnc(-c3ccco3)s2)cc1,-22,-2,-0.1,-0.2

# Next section
SMILES,TEAD-YAP inh,MITF primary,GPR151 activ,FBW7 act
O=C(/C=C/NNC(=O)c1ccncc1)c1ccccc1,-2,-6,-0.9,1.0
FC(F)(F)c1ccc(Cn2cnc3c(NCc4ccccc4)nc(Nc4ccc(N5CCOCC5)cc4)nc32)cc1,6,12,0.0,0.4
COc1ccc(C2/C(=C(/O)c3ccc(F)cc3)C(=O)C(=O)N2Cc2cccnc2)cc1OC (stereo unspecified),1,4,0.7,0.5
COc1ccc(O)c(C(=O)/C=C/c2ccc3c(c2)OCCCO3)c1,-25,16,1.1,-0.3
CCN1CCN(C(c2cccs2)C(C)NC(=O)c2cccc(OC)c2OC)CC1 (stereo unspecified),0,0,0.9,0.0
Cc1ccc(C)c(N2CCN(Cc3nnnn3CC3CCCO3)CC2)c1 (stereo unspecified),-3,-4,1.8,0.5
N/C(COc1ccc(C(=O)O)cc1)=N\O,-4,-15,-0.2,0.0
Cc1cc(OCCN2CCOCC2)ccc1[N+](=O)[O-],-22,60*,-2.7,0.6
COc1ccc(CN2CCN(CCc3ccccc3)C(CCO)C2)cc1Cn1cncn1 (stereo unspecified),16,4,4.7,0.0
COc1ccccc1CNS(=O)(=O)c1ccc(F)cc1,14,7,0.7,0.0
O=C(O)/C(=C/C(=O)c1ccccc1)Nc1ccc(OC(F)(F)F)cc1,-71,-10,-1.6,-0.2
N#Cc1ccccc1NC(=O)CN1CCNC(=O)C1,0,10,0.9,0.4
Cc1noc(C)c1S(=O)(=O)N(C)CC(=O)NCc1ccccc1,8,1,-0.5,0.1
O=C(Cn1ncn2c(cc3sccc32)c1=O)NC1CCCC1,-5,1,-0.3,0.0
CCOCCCn1c(SCC(=O)c2ccc(Br)cc2)nc2ccccc2c1=O,-27,-2,0.9,0.0
CCOc1ccccc1C(=O)Nc1ccc(C(F)(F)F)oc1=O,10,-8,0.3,0.0
O=c1[nH]cc(S(=O)(=O)N2CCCCCC2)c(=O)[nH]1,-1,3,-0.5,0.0
CCOC(=O)CSc1cc(NCCOC(=O)CC)c([N+](=O)[O-])c2nonc12,-6,0,0.1,-0.1
COC1OC(COC(C)=O)C(OC(C)=O)C(OC(C)=O)C1NC(C)=O (stereo unspecified),-2,-3,-0.6,0.1
COC(=O)Cc1c(C)nc2nc(NCc3c(F)cccc3Cl)[nH]n2c1=O,2,11,-0.7,-0.1
CCCN1C(=O)/C(=C/c2cc(OC)c(OC)cc2OC)NC1=S,3,8,0.1,0.0
C#CCSc1nnc2c3ccccc3n(CC)c2n1,5,7,-0.8,0.4
COc1cc(CN2CCCCC2)cc([N+](=O)[O-])c1O,5,-9,3.8,0.0
Cc1ccc(C2/C(=C(\O)c3ccc(Cl)cc3)C(=O)C(=O)N2c2nccs2)cc1 (stereo unspecified),-6,-2,-0.5,-0.1
Cc1cccc(C(=O)O/N=C(\N)Cc2ccc([N+](=O)[O-])cc2)c1,-6,-3,1.0,0.1
CCN(CC)C1CCN(C2CCC(=O)N(Cc3ccc(Cl)cc3)CC2)C1 (stereo unspecified),-3,3,0.0,-0.2
CCn1c(O)c(/C=C2\C=Nc3ccc(Br)cc32)sc1=O,-9,15,0.8,0.1
COc1ccccc1OCCOc1ccc(/C=C2/C(=N)N3N=C(Cc4ccccc4)SC3=NC2=O)cc1OC,3,16,0.5,0.2
CCN(CC)CCn1c(=S)[nH]c2cc(C(=O)NCCCN3CCOCC3)ccc2c1=O,0,24,-0.5,0.0
CS(=O)(=O)c1ccc(OCC(=O)N2CCOCC2)c([N+](=O)[O-])c1,6,15,-0.2,0.3
Cc1cccc(C)c1OCC(=O)Nc1sc2c(c1C#N)CC(C)(C)NC2(C)C,-14,8,-0.3,0.9
CN1CCN(c2ccc(-c3cccc(C(=O)NCc4ccccc4)c3)cc2)CC1,-17,5,-1.4,0.1
Cn1c(C(=O)NCCc2ccc(S(N)(=O)=O)cc2)cc2sc(Cl)cc21,9,-2,0.0,0.1
O=C(NCCO)c1cccc(-c2cnc3c(N4CCOCC4)nccn23)c1,-30,-10,-0.7,-0.1
N=c1sccn1CC(=O)Nc1cc(S(=O)(=O)N2CCCCC2)ccc1Cl,8,42,-0.8,0.0
c1ccc(Cn2nnnc2C(c2ccccn2)N2CCc3ccccc32)cc1 (stereo unspecified),0,1,-0.3,-0.1
COc1ccc(S(=O)(=O)N2CCCC2C(=O)Nn2cnnc2)cc1 (stereo unspecified),3,17,0.0,0.9
C/C(CC(=O)Nc1ccc(OCc2ccccc2)cc1)=N\NC(=O)c1cccs1,-10,-3,-1.8,0.0
CC(=O)c1ccc(NC(=O)CSCc2cc(C)cc(C)c2)cc1,-51,10,1.2,0.1
COCCCN1C(=O)CC(CC(=O)NCc2ccc(OC)cc2)(c2ccccc2C)C1=O (stereo unspecified),-49,-14,0.3,0.1
Cc1ccc(C2CC(c3cccs3)=NN2C(=O)CSc2nnc(CNC(=O)c3cccs3)n2-c2ccc(F)cc2)cc1 (stereo unspecified),9,4,0.9,-0.1
COc1ccc(C2C(C(=O)N3CCN(c4ccccc4OC)CC3)CCC(=O)N2c2ccc(OC)cc2)cc1 (stereo unspecified),10,4,-1.3,0.0
CCOCCOc1cccc(C(=O)Nc2ccccc2Br)c1,-9,-8,1.7,0.0
COc1ccccc1CCNC1CCCN(c2nc(C)c3cc(F)ccc3n2)CC1 (stereo unspecified),9,-44,-1.4,0.3
COc1ccc(Cc2nnc(NC(=O)C(Cl)(Cl)Cl)s2)cc1,4,4,1.5,-0.1
Fc1ccc(CN2CCOCC2)cc1Br,0,27,-0.6,0.0
CCC(=O)NC(=S)Nc1ccc(NC(=O)c2ccc(Br)o2)cc1,-1,5,-1.3,-0.1
COc1ccc(NS(=O)(=O)c2ccc3c(c2)SCC(=O)N3)cc1Cl,10,10,-0.2,0.3
C=CCSc1nnc2c(n1)OC(c1ccc(C(=O)OC)cc1)Nc1ccccc1-2 (stereo unspecified),-28,13,-0.8,0.4
CC(=O)c1ccc(NC(=O)CC(C)S(=O)(=O)c2ccc3c(c2)CCN3C(C)=O)cc1 (stereo unspecified),-6,3,-0.2,-0.1
Cc1ccccc1Nc1c(-c2ccccc2O)nc2cnccn12,-4,-1,2.1,-0.1
O=C1CC(c2cccs2)CC2=C1C(c1ccsc1)Nc1ccccc1N2 (stereo unspecified),-3,4,1.7,-0.2
O=C1CCCC=C1C(O)C1CCCCC1 (stereo unspecified),/,8,1.5,-0.2
COc1ccc(C(=O)N=c2sc3c4ccccc4ccc3n2C)c(OC)c1,-11,-5,1.8,0.0
COC(=O)Cn1cnc2c1c(=O)[nH]c(=O)n2C,3,7,-1.1,-0.1
COc1ccc(CC(=O)NCCc2csc3nc(-c4ccc(C)cc4)nn23)cc1,-4,12,0.1,0.0
CC1=C(C)CC2C(=O)N(c3ccc(C(C)C)cc3)C(=O)C2C1 (stereo unspecified),-34,-7,1.2,-0.1
CCCCCCOc1ccc(C(=O)Nc2ccccn2)cc1,-10,1,-2.1,0.0
CN(C)CCOC(=O)NS(=O)(=O)c1ccccc1Cl,8,-6,1.5,0.4
CC(=O)c1cccc(NC(=O)Nc2cnccn2)c1,19,-1,4.2,0.0
# (list continues)
SMILES,TEAD-YAP inh,MITF primary,GPR151 activ,FBW7 act
O=C(c1cc2cc([N+](=O)[O-])ccc2oc1=O)N1CCC(Cc2ccccc2)CC1,-9,4,-1.8,-0.1
O=C(N/N=C/c1ccccc1)N/N=C/c1ccccc1,0,12,-0.5,0.3
COc1ccc(C(=O)N(c2ccc(F)cc2)C2C=CS(=O)(=O)C2)cc1 (stereo unspecified),-8,11,-0.9,1.0
O=C(CC1C(=O)NCCN1Cc1ccoc1)NC1Cc2ccccc2C1 (stereo unspecified),4,3,-1.0,-0.1
O=C1C2C3CCC(C3)C2C(=O)N1c1ccc(F)cc1 (stereo unspecified),5,11,-0.5,0.0
Cc1cccc(C)c1NC(=O)CSc1nc2ccccc2c(=O)n1C,4,-1,-1.2,0.0
O=C(Nc1cc(Oc2ccc(F)cc2)cc([N+](=O)[O-])c1)c1cc2nc(-c3ccco3)cc(C(F)(F)F)n2n1,2,11,-0.6,-0.1
N#CC(C#N)=C(N)C(C#N)CC(=O)N1CCCCCC1 (stereo unspecified),1,8,-2.3,0.2
O=C(c1cn2ccsc2n1)N1CCc2c([nH]c3ccccc23)C1c1ccccn1 (stereo unspecified),-9,9,-1.7,-0.2
N#CC1=C(N)N(c2cccc([N+](=O)[O-])c2)C2=C(C(=O)CCC2)C1c1ccc(Cl)cc1 (stereo unspecified),3,18,-0.7,0.6
COc1cccc(CNC(=O)c2c(C)nc3sccn23)c1,2,17,-0.7,0.2
NC(=O)Cn1cnc2c(nnn2Cc2ccccc2F)c1=O,-18,3,2.9,-0.2
COc1cccc(/C=C(\C#N)C(=O)NCc2ccccc2)c1OC,-7,15,-0.3,1.5
CCOC(=O)c1sc(NC(=O)c2ccccc2Cl)nc1-c1ccccc1,9,-6,1.6,-0.1
COc1ccc(C2=C/C(=C\c3ccc(OC)c([N+](=O)[O-])c3)C(=O)O2)cc1,1,0,-0.9,-0.1
O=C(Cc1cccs1)NNC(=S)NCc1ccco1,-3,3,-0.7,0.0
Cc1cc(-c2nc3cc(N)ccc3o2)ccc1Br,2,-1,-6.8,0.0
O=c1c2c(nc3cc(-c4ccccc4)[nH]n13)CCS2,-42,7,-3.5,0.0
COC(=O)c1ccc2c(=O)n(CCCCCC(=O)NC(C)C)c(=O)[nH]c2c1,21,-2,0.7,0.0
CSc1nnc(C2CCCN2C(=O)NC2CCCCC2)n1C (stereo unspecified),-6,-17,0.3,-0.3
COc1cc2c(cc1OC)C(C)N(C(=O)c1ccc(Br)o1)CC2 (stereo unspecified),6,4,2.2,0.1
CCN(c1ccc(F)cc1)S(=O)(=O)c1ccc2[nH]cc(C(=O)NCCCOC)c(=O)c2c1,4,4,-0.6,0.6
O=C(c1ccccc1F)N(CCO)Cc1cc2cc3c(cc2[nH]c1=O)OCCO3,-2,-3,0.5,-0.1
COCCCNC(=O)c1cc2c(=O)n3cc(C)ccc3nc2n(C(C)C)c1=N,13,18,-0.3,1.1
Cc1ccc(CNC(=O)COC(=O)C(CC(C)C)NC(N)=O)cc1 (stereo unspecified),-9,3,-1.9,0.9
